From PubChem
G9a inh = blocks human histone lysine methyltransferase G9a; Q96KQ7; 8.8% of 350,000 active; G9a H3K9 monomethylation, AlphaScreen, 2 h; Potency, µM (series often up to 102 µM), inactives show top-dose activity, negative = inhibition, most hits filed as inhibitors; note: % is set by controls: 0 for no effect and ±100 for the full control effect; nearly all actives have a fitted effect of over 75% in size
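Enzyme 20 nM + cpd, 15 min RT; add b-H3K9 pep 500 nM / SAM 20 uM; 2 h RT; anti-H3K9me1 Ab 0.5 ug/mL + SA donor / anti-rabbit acceptor beads 20 ug/mL each, 10 min; AlphaScreen read.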
BLM helicase inh = Bloom syndrome helicase (human) inhibition; AID 2528; 0.2% of 350,000 active; P54132; recombinant BLM DNA unwinding, fluorescence dequenching; Potency, µM (top dose mostly 56.1 µM), without a hit: at the top dose activity change, negative = inhibition, most hits filed as inhibitors;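 note: plate controls were vehicle for no effect and no enzyme for full effect; nearly all actives have a fitted effect of over 35% in size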
JMJD2A Tudor = inhibitors of human JMJD2A Tudor domain | O75164 | AID 504339 | Potency, µM (top dose mostly 114 µM), for the others: at the top dose activity change, negative = inhibition, most hits filed as inhibitors | AlphaScreen JMJD2A-Tudor / H3K4me3 peptide binding | 4.4% of 390,000 active; note: % is set by controls: 0 for no effect and ±100 for the full control effect; nearly all actives have a fitted effect of over 50% in size
Target sequence (O75164 whole entry, looked up, the tested form may be a part): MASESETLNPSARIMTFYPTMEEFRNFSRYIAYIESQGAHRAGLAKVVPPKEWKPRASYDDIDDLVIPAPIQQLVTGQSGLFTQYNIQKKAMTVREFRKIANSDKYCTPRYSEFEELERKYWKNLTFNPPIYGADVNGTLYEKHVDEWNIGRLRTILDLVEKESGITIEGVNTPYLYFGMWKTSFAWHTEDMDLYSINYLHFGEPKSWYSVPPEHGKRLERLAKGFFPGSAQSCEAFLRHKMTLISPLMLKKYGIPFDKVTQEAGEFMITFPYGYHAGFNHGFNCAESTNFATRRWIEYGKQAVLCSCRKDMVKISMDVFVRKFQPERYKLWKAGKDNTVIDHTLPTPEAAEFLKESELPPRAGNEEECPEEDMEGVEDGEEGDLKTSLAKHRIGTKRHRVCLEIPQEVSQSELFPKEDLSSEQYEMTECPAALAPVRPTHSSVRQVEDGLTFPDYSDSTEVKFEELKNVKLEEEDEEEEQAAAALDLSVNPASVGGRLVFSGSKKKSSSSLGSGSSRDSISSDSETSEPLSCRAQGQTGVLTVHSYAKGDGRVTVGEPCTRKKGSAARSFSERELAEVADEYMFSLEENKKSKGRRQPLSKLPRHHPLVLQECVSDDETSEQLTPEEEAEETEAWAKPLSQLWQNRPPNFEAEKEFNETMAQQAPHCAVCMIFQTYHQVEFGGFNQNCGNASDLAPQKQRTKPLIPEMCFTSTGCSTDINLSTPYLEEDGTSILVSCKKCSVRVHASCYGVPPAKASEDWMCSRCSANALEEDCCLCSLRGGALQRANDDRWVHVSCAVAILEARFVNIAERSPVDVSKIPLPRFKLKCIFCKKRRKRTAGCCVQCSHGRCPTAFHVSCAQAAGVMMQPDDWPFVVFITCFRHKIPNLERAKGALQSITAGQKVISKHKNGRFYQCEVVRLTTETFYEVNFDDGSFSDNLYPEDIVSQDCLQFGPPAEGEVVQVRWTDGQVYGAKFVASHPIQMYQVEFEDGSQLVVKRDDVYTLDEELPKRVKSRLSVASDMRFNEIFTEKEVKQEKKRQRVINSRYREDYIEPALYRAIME
Pol kappa inh = inhibitors of human DNA polymerase kappa | Q9UBT6 | purified Pol kappa, fluorescent DNA synthesis assay, 10 min | Potency, µM (series often up to 107 µM), inactives show at the top dose activity, negative = inhibition, most hits filed as inhibitors | 0.53% of 400,000 active | AID 588579; note: % is set by controls: 0 for no effect and ±100 for the full control effect
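Kinetic fluorescence readout at 0 and 10 min followed reaction start with substrate at 50 nM final. Beforehand, enzyme (10 nM Pol kappa) stood 15 min with compound at room temperature; buffer-only wells were negative controls.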
APEX1 inh = APE1 (human) endonuclease inhibition. P27695. recombinant APE1, TAMRA/BHQ-2 abasic DNA cleavage fluorescence. Potency, µM (top dose mostly 65.8 µM), for the others: at the top dose activity change, negative = inhibition, most hits filed as inhibitors. 0.35% of 350,000 active;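 note: plate controls were vehicle for no effect and reference inhibitor for full effect; nearly all actives have a fitted effect of over 55% in size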
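Step 1: APE1 (0.75 nM) with compound, 15 min RT. Step 2: add 50 nM fluorophore/quencher THF duplex. Step 3: three fluorescence reads 60 s apart (525/598 nm); read 3 minus read 1 = reaction progress.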
POLB inh = blocks human DNA polymerase beta activity; P06746; Pol beta primer extension/strand displacement, fluorescence kinetic; Potency, µM (top dose mostly 114 µM), for inactives: at the top dose activity change, negative = inhibition, hits mostly inhibitors; 1.3% of 340,000 active; AID 485314; note: % is set by controls: 0 for no effect and ±100 for the full control effect
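Homogeneous kinetic assay of primer extension and strand displacement by 10 nM Pol beta, preincubated 15 min at room temperature with compound before 50 nM substrate (final) was added. Read at 0 and 10 min; four-parameter Hill fit.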
BAZ2B block = BAZ2B (human) inhibition; Q9UIF8; AlphaScreen BAZ2B-H3K14Ac peptide displacement; 4.4% of 360,000 active; Potency, µM (top dose mostly 114 µM), for inactives: top-dose activity change, negative = inhibition, hits mostly inhibitors; AID 504333; note: % is set by controls: 0 for no effect and ±100 for the full control effect; nearly all actives have a fitted effect of over 60% in size
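Protein-peptide AlphaScreen: BAZ2B 50 nM, b-H3K14Ac 50 nM, 1x PBS pH 7.4 + 0.01% Tween-20. Preincubation 30 min RT; cpd 30 min RT (top 110 uM); beads 20 min RT, light-protected.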
POLH inh = DNA polymerase eta (human) inhibition; recombinant Pol eta, fluorescent DNA replication assay; Potency, µM (highest dose often 114 µM), for the others: top-dose activity change, negative = inhibition, most hits filed as inhibitors; 1.2% of 390,000 active; note: % is set by controls: 0 for no effect and ±100 for the full control effect
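Pol eta at 10 nM preincubated with compounds 15 min at room temperature; reaction started with fluorescent substrate (50 nM final) and read kinetically at 0 and 10 min.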
Pol iota inh = DNA polymerase iota (human) inhibition; Pol iota fluorescent replication assay, 10 min; Potency, µM (titrated, usually from 115 µM), for inactives: at the highest dose activity, negative = inhibition, usual class: inhibitors; 1% of 390,000 active; AID 588590
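Pol iota at 10 nM preincubated 15 min with compounds at room temperature; reaction started with fluorescent substrate, 50 nM final. Fluorescence read kinetically at 0 and 10 min; buffer-only wells as negative control.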
* = called active by the depositor; u = inconclusive; x = no result given; & = joins results of further samples; [ ] = dose if it differs, or a comment. Calls come from the whole dose curve; as a rule, active = well fitted curve in the direction sought with a large enough effect; inconclusive = small, poorly fitted or top-dose-only effect, or another doubt; inactive = no such curve, though single readings can be large; an effect the other way counts as inactive or inconclusive. Potency is the fitted concentration of half-maximal effect. These rows are one share of the data; rates above refer to the full screens.

G9a inh | BLM helicase inh | JMJD2A Tudor | Pol kappa inh | APEX1 inh | POLB inh | BAZ2B block | POLH inh | Pol iota inh | molecule
x | 1.1% | -5.8% | 2.0% | u | u | -33.0% | -0.1% | 190.8%[activator] | CNC(=S)N(Cc1cc2ccc(OC)cc2[nH]c1=O)CC1CCCO1 (stereo unspecified)
13.9% | -2.5% | 0.0% | -2.1% | 4.2% | 3.4% | -6.0% | -13.9% | 17.4% | CC(=O)OC(C)(CCC(C)(OC(C)=O)C(C)=O)C(C)=O (stereo unspecified)
2.3%[12.7 µM] | 0.4% | x | -2.3%[60.1 µM] | 3.0% | x | x | x | x | CN1CCC2(CC1)CCN(C(=O)c1cccc(F)c1)CC2
x | 0.7% | 9.2% | -1.5% | 3.6% | 47.5% | 10.4% | -8.6% | 10.6% | NC(=O)c1sc2nc(-c3ccccc3)ccc2c1N
14.7% | -0.9% | 0.8% | 6.7% | 37.5% | -16.1% | -24.7% | -2.9% | 39.9%[activator] | Cc1ccc(-n2ccc(=O)c(C(=O)Nc3ccc(S(=O)(=O)N4CCOCC4)cc3)n2)cc1
-4.7%[12.7 µM] | x | 3.9% | 6.5% | 1.7% | x | 14.3% | -16.8% | -8.6% | Cc1ccc(S(=O)(=O)NCC(=O)OCCOc2cccc(Cl)c2)cc1
-11.9%[59 µM] | 1.0% | u | -0.3% | 0.0% | -16.0% | -3.1% | -10.0% | 17.3% | Cc1ccc(N(CC(=O)NCC2CCCO2)C(=O)CCC(=O)Nc2ccccn2)cc1C (stereo unspecified)
u | 2.0% | -22.7% | -4.0%[60.1 µM] | x | -0.7% | u | 6.2% | 5.6% | Oc1c(C(c2ccc(Br)cc2)N2CCOCC2)sc2nc(-c3ccco3)nn12 (stereo unspecified)
x | 0.6% | -2.6% | -3.9% | -0.9% | -10.8% | 8.4% | -7.7% | 20.6% | COc1ccc2nc(SCc3cccnc3)c(C#N)cc2c1
28.2µM* | 0.6% | x | x | -2.3% | 20.4% | -2.6% | x | x | CCOC(=O)c1c(NC(=O)c2noc3c2CCCC3)sc(C)c1C

Brought forward from above: 7 compounds; new compounds follow.
G9a inh | BLM helicase inh | JMJD2A Tudor | Pol kappa inh | APEX1 inh | POLB inh | BAZ2B block | POLH inh | Pol iota inh | molecule
x | 0.7% | 9.2% | -1.5% | 3.6% | 47.5% | 10.4% | -8.6% | 10.6% | NC(=O)c1sc2nc(-c3ccccc3)ccc2c1N
14.7% | -0.9% | 0.8% | 6.7% | 37.5% | -16.1% | -24.7% | -2.9% | 39.9%[activator] | Cc1ccc(-n2ccc(=O)c(C(=O)Nc3ccc(S(=O)(=O)N4CCOCC4)cc3)n2)cc1
-4.7%[12.7 µM] | x | 3.9% | 6.5% | 1.7% | x | 14.3% | -16.8% | -8.6% | Cc1ccc(S(=O)(=O)NCC(=O)OCCOc2cccc(Cl)c2)cc1
-11.9%[59 µM] | 1.0% | u | -0.3% | 0.0% | -16.0% | -3.1% | -10.0% | 17.3% | Cc1ccc(N(CC(=O)NCC2CCCO2)C(=O)CCC(=O)Nc2ccccn2)cc1C (stereo unspecified)
u | 2.0% | -22.7% | -4.0%[60.1 µM] | x | -0.7% | u | 6.2% | 5.6% | Oc1c(C(c2ccc(Br)cc2)N2CCOCC2)sc2nc(-c3ccco3)nn12 (stereo unspecified)
x | 0.6% | -2.6% | -3.9% | -0.9% | -10.8% | 8.4% | -7.7% | 20.6% | COc1ccc2nc(SCc3cccnc3)c(C#N)cc2c1
28.2µM* | 0.6% | x | x | -2.3% | 20.4% | -2.6% | x | x | CCOC(=O)c1c(NC(=O)c2noc3c2CCCC3)sc(C)c1C
-2.8% | -1.0% | 5.1% | -13.6% | 2.1% | u | -15.7% | -12.6% | -5.9% | O=C(COC(=O)c1ccccc1[N+](=O)[O-])NNC(=O)c1cccs1
8.91µM* | -1.9% | -21.8% | 7.3% | -5.2% | 14.4% | u | -8.8% | 23.9% | O=C(NCc1ccccc1)C12CN(Cc3ccccc3)CC1C(c1cccc([N+](=O)[O-])c1)=NO2 (stereo unspecified)
19.2%[59 µM] | -0.4% | -19.2% | -7.8%[60.1 µM] | x | 1.3% | -10.4% | 0.4% | -4.4% | CCc1ccc(NS(=O)(=O)c2ccc(C(=O)N(C)C)s2)cc1
-6.4%[59 µM] | -1.6% | -14.3% | -8.3% | x | 17.2% | -12.3% | -2.7%&2.7% | 7.3% | COc1ccc(Cl)cc1NC(=O)CCCn1c(=O)c2cccn2c2cccnc21
-4.2% | -9.0% | u | 5.9% | 44.4% | 11.0% | u | -10.1% | 11.1% | COc1cccc(C(=O)NC(=S)Nc2ccccc2N2CCCCC2)c1
-22.6%[59 µM] | -1.3% | -11.1% | -19.1% | 1.4% | -1.2% | 2.3% | -6.3% | 8.9% | CC(C)(C)NC(=O)C1CCC(C)(C(=O)O)C1(C)C (stereo unspecified)
8.9%[59 µM] | -6.6% | -15.7% | -4.7%[60.1 µM] | x | 11.8% | 0.6% | -16.4% | 24.8% | COc1ccc(NC(=O)CCn2cccn2)cc1OC
20µM* | -2.0% | 20µM* | 3.5% | -0.7% | -9.2% | u | -4.2% | 13.4% | O=C(CSc1ccccc1C(=O)O)c1ccc([N+](=O)[O-])cc1
-15.4%[59 µM] | -12.9% | -9.6% | -13.7% | 13.5% | 8.1% | x | -16.5% | 12.1% | CC1=C(C(=O)Nc2ccccc2)C(c2ccco2)C(C#N)=C(SCC(=O)OC(C)C)N1 (stereo unspecified)
-3.1%[0.501 µM] | x | 4.2% | 14.1% | 28.4% | x | -2.2% | -14.7% | 32.0%[activator] | CC1(C)OC(=O)C=C[C@]2(C)[C@H]3CC[C@@]4(C)[C@H](C(=O)O)OC(=O)[C@H]5O[C@]54[C@]3(C)C(=O)C[C@@H]12
x | -2.6% | -12.4% | -7.8% | -2.8% | 7.5% | 4.4% | -16.1% | -0.7% | COc1ccc(C(=O)C2CCCN(C(=O)c3cc(C(C)C)no3)C2)cc1F (stereo unspecified)
20.0%[2.33 µM] | -0.4% | -13.9% | -22.7% | -3.4% | 2.9% | 2.7% | -5.9% | -16.7%[58.9 µM] | COc1ccccc1CN1C(=O)CN(C2CCCC2)C(=O)C1c1ccc(F)cc1 (stereo unspecified)
3.5% | -0.7% | 4.5%[11.4 µM] | -3.1% | -2.1% | -0.4% | -11.8% | -8.9% | 91.1%[activator] | O=C(CC1NCCNC1=O)Nc1ccc([N+](=O)[O-])cc1 (stereo unspecified)
13.8%[2.33 µM] | x | -6.9% | -20.4% | 44.0%[activator] | x | -3.4% | -19.9% | 4.1% | CC(NC(=O)c1ccccc1Cl)C(=O)N1CCN(Cc2ccc3c(c2)OCO3)CC1 (stereo unspecified)
-1.9%[0.501 µM] | 2.3% | x | -1.6%[60.1 µM] | 0.1% | x | x | x | x | CN(C)C(=O)c1ccc(-c2ccc3ncnc(N4CCC(C(=O)O)CC4)c3c2)cc1
14.9% | -0.6% | -11.9% | -1.6% | -4.0% | 35.8% | 2.4% | -8.7% | 130.2%[activator] | CCc1ccc(N(CC(=O)NCc2ccc(OC)cc2)C(=O)CCC(=O)Nc2ccccn2)cc1
-9.8%[59 µM] | -12.9% | -29.5% | -23.4% | x | 5.2% | -12.5% | -32.5% | 16.5% | CC1=C(C(=O)OC2CCCCCC2)C(c2c(Cl)cccc2Cl)CC(=O)N1 (stereo unspecified)
-50.7% | -2.8% | -8.1% | -12.1% | -0.8% | -24.4% | -18.9% | -15.4% | 52.9%[activator] | COc1cccc(OC)c1C(=O)NC(=S)Nc1cccc(NC(=O)c2ccco2)c1
-13.6% | -1.6% | -7.2% | -8.0% | 4.0% | 2.8% | -3.2% | -8.3% | u | Cc1nn(-c2ccccc2)c(C)c1C(=O)OCC(=O)N1c2ccccc2NC(=O)C1(C)C
-1.5%[59 µM] | -3.8% | -10.2% | -6.2% | x | 18.0% | -5.5% | -12.4% | 7.0% | CN(C(=O)Cn1ncc2c1-c1ccccc1OC2)c1ccc(Br)cc1
-26.1% | -3.2% | -29.6% | -18.5% | 0.4% | -1.8% | 9.2% | 4.6% | 37.2%[activator] | Cc1cc([N+](=O)[O-])c(C)cc1-c1ccc(/C=N/NC(=O)Cn2nnnc2N)o1
11.0% | -0.7% | -6.8% | -17.2% | u | u | -1.5% | 13.8% | 13.4% | COc1ccc2c(c1OC)C(=O)N(c1cccc(NC(C)=O)c1)C2
79.4µM* | 3.5% | u | -4.5% | 8.9% | 31.4% | 10.1% | 2.9% | 1.2% | Cc1ccc(S(=O)(=O)Nc2c(C)nc3nc(C)[nH]n3c2=O)cc1
-3.7%[59 µM] | -4.5% | -16.8% | -7.3% | x | 9.1% | 2.1% | -0.4% | -4.0% | CCC(Cc1ccccc1)NC(=O)Cn1nc(C)n2c(cc3occc32)c1=O (stereo unspecified)
6.31µM* | 4.1% | -21.0% | -2.3% | 28.0% | 13.7% | u | -4.8% | 21.0% | CC(=O)N1CCN(Cc2nc3cc(NC(=O)COc4cccc(C)c4)ccc3n2C)CC1
0.9% | -4.6% | -17.4% | -19.9% | 5.3% | 1.8% | u | -4.0% | u | COc1ccccc1CNC(=O)C1CCN(S(=O)(=O)c2ccc3c(c2)CC(C)N3C(=O)C2CC2)CC1 (stereo unspecified)
x | -1.0% | -5.1% | -1.7% | -7.6% | 58.1% | -2.0% | -14.1% | 34.1%[activator] | CC(C)CCN1CCNC(=O)C1CC(=O)N(C)CCCN1CCOCC1 (stereo unspecified)
7.7% | 2.5% | -11.0% | -4.7% | 24.9% | 0.8% | -1.4% | -17.4% | 57.0%[activator] | COc1ccccc1CN(Cc1cccnc1)S(=O)(=O)c1ccc(-n2cnnn2)c(OC)c1
50.1µM* | 3.0% | -24.4% | 3.7% | -3.1% | 12.2% | u | -16.2% | u | CCOC(=O)CCn1c(CC(=O)OCC)nc2ccccc21
10.6% | 2.5% | -20.9% | -13.4% | -1.3% | -1.1% | -3.7% | 4.6% | 11.0% | C=CCNC(=O)CCNS(=O)(=O)c1ccc(Br)cc1
u | 0.3% | -19.5% | 0.0% | 2.1% | 0.891µM* | u | -1.4% | -14.1% | CC(C)(C)c1cc(CN2CCN(CCO)CC2)cc(C(C)(C)C)c1O
-10.1% | -5.1% | -8.9% | 1.2% | 17.0% | 20.9% | -2.1% | -13.1% | 16.9% | COc1ccc(N(C(=O)c2csnn2)C(C(=O)NC2CCCC2)c2cccs2)cc1 (stereo unspecified)
